Rab9 promoter act: activators of Rab9 promoter; Potency, µM (titrated, usually from 9.22 µM), for the others: at the top dose activation, negative = inhibition, usual class: activators; AID 485297; Huh7 Rab9 promoter-luciferase reporter, luminescence, 24 h; 320,000 tested, 2.8% active; further: % of control where 0% means no effect; nearly all actives have a fitted effect of over 60% in size
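Using Huh7 cells stably transfected with Rab9 promoter–luciferase, compounds were incubated 24 h at 37 °C, 5% CO2; luciferase luminescence was read 10 min after reagent addition.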
RORg inh: blocks mouse ROR gamma transcriptional activity | P51450 | Drosophila S2 Gal4-RORgamma UAS-luciferase reporter, 20 h | Potency, µM (top dose mostly 53.6 µM), for inactives: at the highest dose activity change, negative = inhibition, actives largely listed as inhibitors | 310,000 tested, 5.4% active; further: on the % scale 0 is the no-effect control and ±100 the full control effect; nearly all actives have a fitted effect of over 60% in size
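ROR gamma transcriptional activity was tracked as Gal4-UAS luciferase output in stably transfected Drosophila Schneider cells, with compound added 1 hr before 700 uM copper sulfate induction and a 20 hr ambient-temperature incubation.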
p53 reactivation: re-activators of mutant p53; H1299 p53-A138V BP100-luciferase reporter, luminescence, 24 h; 320,000 tested, 0.063% active; Potency, µM (titrated, usually from 92.2 µM), for inactives: at the highest dose activity change, positive = activation, most hits filed as activators; further: % of control where 0% means no effect; nearly all actives have a fitted effect of over 45% in size
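H1299 (p53-null), stable ts p53-A138V + BP100-Luc; 1000 cells/well, Opti-MEM/10% FBS; cpd 4 pt, 1:5; 24 h, 37 deg C, 5% CO2; detection reagent 10 min RT; luminescence.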
FLuc modulator: firefly luciferase modulation, counter-screen for miR-21 project | P08659 | purified FLuc, Km substrates, luminescence inhibition | Potency, µM (series often up to 57.5 µM), without a hit: at the top dose activity change, negative = inhibition, usual class: inhibitors | 360,000 tested, 6.9% active | AID 588342;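 further: plate controls were vehicle for no effect and reference inhibitor for full effect; nearly all actives have a fitted effect of over 55% in size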
Target sequence (P08659 whole entry, looked up): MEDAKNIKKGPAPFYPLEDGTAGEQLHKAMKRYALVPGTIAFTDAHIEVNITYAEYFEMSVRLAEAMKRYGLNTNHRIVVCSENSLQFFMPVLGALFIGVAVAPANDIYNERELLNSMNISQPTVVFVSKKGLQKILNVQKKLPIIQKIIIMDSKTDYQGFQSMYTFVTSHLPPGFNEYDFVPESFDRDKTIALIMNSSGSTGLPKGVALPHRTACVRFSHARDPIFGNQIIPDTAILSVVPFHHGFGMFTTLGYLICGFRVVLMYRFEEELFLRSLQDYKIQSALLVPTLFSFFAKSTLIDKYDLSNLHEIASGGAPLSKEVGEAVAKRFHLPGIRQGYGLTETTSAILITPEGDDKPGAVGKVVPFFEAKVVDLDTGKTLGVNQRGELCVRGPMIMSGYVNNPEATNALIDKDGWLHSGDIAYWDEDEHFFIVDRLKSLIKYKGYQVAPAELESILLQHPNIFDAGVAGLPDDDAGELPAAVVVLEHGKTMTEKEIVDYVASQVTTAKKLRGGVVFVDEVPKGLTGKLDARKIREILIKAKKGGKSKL
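Purified P. pyralis luciferase, 10 nM final, with Km-level 10 uM D-luciferin and 10 uM ATP in 50 mM Tris acetate pH 7.5, 10 mM Mg acetate, 0.01% Tween-20, 0.05% BSA; 6-point qHTS titration about 60 µM downward; luminescence read.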
NPC1 prom act: activates the NPC1 promoter. Huh7 NPC1 promoter luciferase reporter, 24 h. Potency, µM (titrated, usually from 9.22 µM), for the others: top-dose activation, hits mostly activators. 320,000 tested, 2.4% active. AID 485313;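 further: % of control where 0% means no effect; nearly all actives have a fitted effect of over 60% in size; reporter is driven by a mutant NPC1 promoter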
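Luminescence from an NPC1 promoter-driven luciferase reporter in stably transfected Huh7 cells was measured after 24 h compound treatment at 37 °C, followed by 10 min ambient incubation with luciferase detection reagent.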
MBNL1-CUG inh: blocks human MBNL1 binding to CUG repeat RNA | Q9NR56 | TR-FRET MBNL1-His/biotin-(CUG)12 binding, 665/545 ratio | Potency, µM (doses to about 57.5 µM), inactives show at the top dose activity change, negative = inhibition, actives largely listed as inhibitors | AID 2675 | 280,000 tested, 0.036% active; active means well fitted inhibition curve with a large enough effect in the signal ratio, with a control signal flat, not every such curve was filed as active; inconclusive means small, poorly fitted or top-dose-only effect, or effect the other way, or a change in a side signal; inactive means no such curve, though single readings can be large or run the other way; the % refers to the signal ratio; further: on the % scale 0 is the no-effect control and ±100 the full control effect
Target sequence (Q9NR56 whole entry, looked up): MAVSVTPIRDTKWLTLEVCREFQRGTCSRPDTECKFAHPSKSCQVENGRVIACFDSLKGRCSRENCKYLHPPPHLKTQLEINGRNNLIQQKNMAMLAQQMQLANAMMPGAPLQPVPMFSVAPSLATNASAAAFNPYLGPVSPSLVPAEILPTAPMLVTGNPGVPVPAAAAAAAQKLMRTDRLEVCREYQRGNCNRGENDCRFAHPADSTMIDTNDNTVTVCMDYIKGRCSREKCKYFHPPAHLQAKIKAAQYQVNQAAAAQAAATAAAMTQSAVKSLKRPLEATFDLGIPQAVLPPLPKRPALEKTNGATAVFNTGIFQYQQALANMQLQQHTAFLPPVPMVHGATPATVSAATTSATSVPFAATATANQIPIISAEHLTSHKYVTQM
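MBNL1-His + Biotin-(CUG)12, cpd titration 92 nM–58 uM; Tb anti-His Ab 0.055 ng/ul, SA-XL665 5 nM (final); 60 min RT; ratiometric 665/545 nm, Ex 340 nm; normalized to buffer and full-complex controls.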
uPA surface inh: inhibitors of cell surface uPA generation. 330,000 tested, 0.31% active. AID 540303. cell surface uPA generation assay, qHTS. Potency, µM (highest dose often 38.3 µM), without a hit: at the top dose activity change, negative = inhibition, hits mostly inhibitors; active means well fitted inhibition curve with a large enough effect; inconclusive means small, poorly fitted or top-dose-only effect; inactive means no such curve, though single readings can be large or run the other way; tested in mouse RAW 264.7 cells; further: on the % scale 0 is the no-effect control and ±100 the full control effect; nearly all actives have a fitted effect of over 55% in size
Gal4-VP16 FLuc: inhibits Gal4-VP16 luciferase reporter, ROR gamma counter-screen; Potency, µM (titrated, usually from 53.6 µM), inactives show at the highest dose activity, negative = inhibition, most hits filed as inhibitors; Drosophila S2 Gal4-VP16 UAS-luciferase, luminescence, 20 h; AID 2546; 310,000 tested, 3.5% active;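 further: Gal4-VP16 expression switched on by copper sulfate through the metallothionein promoter; on the % scale 0 is the no-effect control and ±100 the full control effect; nearly all actives have a fitted effect of over 50% in size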
BRCA1 expr up: BRCA1 expression activation. AID 624202. 380,000 tested, 1.1% active. Potency, µM (top dose mostly 46.1 µM), for inactives: at the highest dose activation, usual class: activators. MCF7-BRCA1-FFLuc reporter, luminescence, 48 h; response scale: scaled: vehicle 0%, 10 µM genistein 100%; further: nearly all actives have a fitted effect of over 80% in size; some results filed as inactive show a strong effect at the top dose
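MCF7-BRCA1-FFLuc, 2000 cells/well; 2 h attach, 37 °C/5% CO2; compound 48 h; luciferase substrate 15 min; luminescence end-point. Norm. to genistein 10 microM max activation and DMSO; concentration-response curves fitted.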
MLL CXXC-DNA inh: MLL CXXC-DNA interaction inhibition | Q03164 | Potency, µM (highest dose often 115 µM), inactives show top-dose activity change, negative = inhibition, hits mostly inhibitors | MLL-CXXC / FITC-HOXA9 DNA fluorescence polarization | 290,000 tested, 0.037% active | AID 2662; active means well fitted inhibition curve with a large enough effect in the polarisation, with a control signal flat, not every such curve was filed as active; inconclusive means small, poorly fitted or top-dose-only effect, or effect the other way, or a change in a side signal; inactive means no such curve, though single readings can be large or run the other way; the % refers to the polarisation
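Fluorescence polarization: 7 uM MLL-CXXC (stock) preincubated 5 min with compounds, then 50 nM fluorescein-HOX-A9 DNA (stock) added; 30 min ambient. Buffer 50 mM Tris-HCl pH 7.5, 50 mM NaCl, 1 mM DTT, 0.05% BSA.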
ELG1 genotoxic: induces genotoxicity in HEK293T cells with luciferase-tagged ELG1. HEK293T ELG1-luciferase reporter, luminescence, 16 h. Potency, µM (series often up to 46 µM), inactives show at the highest dose activity change, positive = activation, hits mostly activators. 330,000 tested, 1.3% active; further: % of control where 0% means no effect; nearly all actives have a fitted effect of over 60% in size
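DMSO vehicle served as control against compound-treated ELG1-luciferase HEK293T cells; exposure lasted 16 hr at 37 °C and 5% CO2, followed by ONE-Glo luminescence detection after 30 min.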
The depositor's hits bear a star; ? = inconclusive; . = no result given; [ ] = remark or other dose. Unless noted, the call rests on the fitted dose curve; in most records, active means well fitted curve in the direction sought with a large enough effect; inconclusive means small, poorly fitted or top-dose-only effect, or another doubt; inactive means no such curve, though single readings can be large; an effect the other way counts as inactive or inconclusive. Potency means the concentration at half of the fitted maximal effect. Only part of the results is shown; count on the stated rates, not on these rows.

SMILES	Rab9 promoter act	RORg inh	p53 reactivation	FLuc modulator	NPC1 prom act	MBNL1-CUG inh	uPA surface inh	Gal4-VP16 FLuc	BRCA1 expr up	MLL CXXC-DNA inh	ELG1 genotoxic
CC(=O)C1=C(C)Nc2ncnn2C1c1cccc(O)c1 (stereo not drawn)	2%	-30%	2%	1%	-5%	-6%	-17%	1%	10%	2%	0%
O=c1c(-c2ccc3c(c2)OCCO3)coc2c(CN3CCOCC3)c(O)ccc12	23%	13%	?	?	?	-7%	4%	3%	?	5%	?
CC(C)=CCc1c(C)nc2ccccc2c1C(=O)O	0%	-7%	3%	1%	0%	14%	-1%	-3%	-11%	1%	1%
O=C(Nc1nccs1)NC1CCCCC1	4%	9%	7%	-19%	3%	-4%	-1%	17%	2%[1.84 µM]	4%	3%
O=C(NCCc1ccccc1)C1CCN(c2ncccn2)CC1	-2%	1%	3%	-9%	11%	-11%	-10%	20%	49%	-4%	6%
C1CCc2nnc(C3CC3)n2CC1	2%	14%	-3%	1%	-6%	-1%	2%	13%	-8%	-6%	3%
O=c1c(O[C@@H]2O[C@H](CO)[C@H](O)[C@H](O)[C@H]2O)c(-c2ccc(O)c(O)c2)oc2cc(O)cc(O)c12	0%	15%	.	5%	-1%	?	.	-14%	.	-3%	.
C=CC(=O)Nc1ccc(Br)cc1	-8%	16%	3%	-7%	3%	0%	-24%	13%	-27%	10%	-1%
CCC1CCCCN1CCCNC(=O)CN1C(=O)COc2ccc(S(=O)(=O)N3CCC(C)CC3)cc21 (stereo not drawn)	-3%	-10%	26%	1%	3%	-6%	-3%	3%	1%	4%	2%
O=C(c1ccco1)n1nc(-c2ccccc2)nc1NCc1ccco1	18%	11%	?	-8%	8%	-7%	-4%	0%	39%	77%[activator]	7%

Molecules listed so far that have a carbonyl joined to an NH by a bond outside any ring:
SMILES	Rab9 promoter act	RORg inh	p53 reactivation	FLuc modulator	NPC1 prom act	MBNL1-CUG inh	uPA surface inh	Gal4-VP16 FLuc	BRCA1 expr up	MLL CXXC-DNA inh	ELG1 genotoxic
O=C(Nc1nccs1)NC1CCCCC1	4%	9%	7%	-19%	3%	-4%	-1%	17%	2%[1.84 µM]	4%	3%
O=C(NCCc1ccccc1)C1CCN(c2ncccn2)CC1	-2%	1%	3%	-9%	11%	-11%	-10%	20%	49%	-4%	6%
C=CC(=O)Nc1ccc(Br)cc1	-8%	16%	3%	-7%	3%	0%	-24%	13%	-27%	10%	-1%
CCC1CCCCN1CCCNC(=O)CN1C(=O)COc2ccc(S(=O)(=O)N3CCC(C)CC3)cc21 (stereo not drawn)	-3%	-10%	26%	1%	3%	-6%	-3%	3%	1%	4%	2%

(continued)
SMILES	Rab9 promoter act	RORg inh	p53 reactivation	FLuc modulator	NPC1 prom act	MBNL1-CUG inh	uPA surface inh	Gal4-VP16 FLuc	BRCA1 expr up	MLL CXXC-DNA inh	ELG1 genotoxic
Cc1cc(SCC(=O)c2cccs2)nc2ccccc12	26%	-3%	?	?	19%	16%	-3%	22%	-40%	18%	2%
CN(C)N=Nc1ccc(-c2cn(Cc3ccccc3)cn2)cc1	?	-2%	24%	19µM*	2.8µM*	32%[activator]	3%	-11%	111%	-6%	?
CCOc1ccc(C2C(C(=O)OC)=CN(C(C)c3ccccc3)C=C2C(=O)OC)cc1 (stereo not drawn)	-3%	1%	-7%	0%	1%	5%	-4%	-12%	-2%	24%	-3%
CCNC(=S)N(Cc1cc2cc(C)cc(C)c2[nH]c1=O)C1CCCC1	-4%	-24%	-5%	2%	-6%	.	4%	-9%	-28%	17%	0%
Cc1cc(C(=O)O)ccc1N/C=C1\CCCC(C)C1=O (stereo not drawn)	?	3.5µM*	1%	0.95µM*	?	?	-5%	3.5µM*	-16%	?	?
CCOc1ccccc1/C=N\Nc1cnn(Cc2ccccc2)c(=O)c1Cl	1%	37%	-4%	-3%	-4%	-1%	-1%	5%	-71%[inhibitor]	-2%	7%
O=C(Nc1nnc(C2=COCCO2)o1)c1ccc(Cl)cc1	-7%	0.63µM*	-2%	-2%	-1%	.	-5%	-88%	-35%	-5%	-3%
Cc1ccc(C2=NS(=O)(=O)N(C)C(C(=O)N(C)C3CCCCC3)=C2)cc1	-5%	20%	.	1%	-3%	14%	-28%	6%	-4%	7%	1%
Cc1ccc(SCCC(=O)NC(C(C)C)C(C)C)cc1	-6%	8%	-4%	0%	-1%	.	10%	-6%	-8%	8%	-2%
O=C(CCc1ccccc1)Nc1ccccc1[N+](=O)[O-]	?	27%	?	?	27%	?	-1%	41%	38%	-5%	?
NCCCCC(NC(=O)C1CCCN1C(=O)C1CSSCC(N)C(=O)NC(Cc2ccc(O)cc2)C(=O)NC(Cc2ccccc2)C(=O)NC(CCC(N)=O)C(=O)NC(CC(N)=O)C(=O)N1)C(=O)NCC(N)=O (stereo not drawn)	-1%	-2%	-1%	2%	-5%	-15%	.	-7%	.	3%	0%
CCOC(=O)c1cccc(S(=O)(=O)N(CCO)Cc2cc3cc(OC)c(OC)cc3[nH]c2=O)c1	-2%	0%	9%	1%	-2%	-9%	6%	1%	2%	-3%	5%
Cc1ccc(-c2csc(NC(=O)COc3ccc(N(C)S(=O)(=O)c4ccc(C)cc4)cc3)n2)cc1	-12%	16%	4%	-7%	0%	.	6%	-14%	12%	18%	-4%
CN(CCNC(=O)Cn1c(=O)sc2ccccc21)Cc1ccccc1	-5%	?	10%	0%	2%	0%	4%	-2%	9%	0%	0%
CCOc1ccc2c(c1)S/C(=C\c1cccs1)C(=O)N2	?	1%	?	9.5µM*	?	-2%	8%	-11%	?	15%	?
Cc1cc(C)c(C#N)c(=N)o1	6%	6%	7%	-17%	-1%	0%	1%	-11%	-5%	2%	3%
O=C(Nc1cccc(-c2cccc(F)c2)c1)C1CCN(Cc2ccc(CO)o2)CC1	8%	-38%	2%	-9%	-7%	-6%	-16%	-24%	-34%	-14%	-3%
O=C(CN1C(=O)NC2(CCCCCC2)C1=O)Nc1ccc(Br)cc1Br	-7%	.	-16%	6%	-8%	.	-11%	.	-22%	.	0%
Cc1cc(N2CCN(c3ccccc3)CC2)nc(-c2ccccc2)n1	1%	11%	4%	0%	-1%	3%	10%	-10%	-30%	-2%	-8%
O=C(COc1ccccc1)N1CCN(S(=O)(=O)Cc2ccccc2)CC1	-8%	13%[10 µM]	4%	6%	-1%	-8%	3%	2%	-3%	-5%	-4%

Look-ups from the entries so far.
O=C(CN1C(=O)NC2(CCCCCC2)C1=O)Nc1ccc(Br)cc1Br in p53 reactivation has -16%
Cc1cc(C)c(C#N)c(=N)o1 in MBNL1-CUG inh has 0%
Cc1cc(N2CCN(c3ccccc3)CC2)nc(-c2ccccc2)n1 in p53 reactivation has 4%

Next entries:
SMILES	Rab9 promoter act	RORg inh	p53 reactivation	FLuc modulator	NPC1 prom act	MBNL1-CUG inh	uPA surface inh	Gal4-VP16 FLuc	BRCA1 expr up	MLL CXXC-DNA inh	ELG1 genotoxic
CCOCCCn1c(=NC(=O)c2ccc(OC)c(OC)c2)c(C#N)cc2c(=O)n3cccc(C)c3nc21	0%	-26%	-4%	5%	-4%	10%	.	-5%	.	9%	3%
CSc1ccccc1NC(=O)CN(C)C(=O)c1ccc2c(c1)OCCO2	0%	-1%	0%	-1%	1%	5%	2%	23%	-8%	4%	1%
COC(=O)C1C(=O)c2c([nH]c(C(=O)OCCSC)c2C)CC1C (stereo not drawn)	?	?	?	7.6µM*	?	-2%	?	?	28µM*	1%	16µM*
Cc1ccc(NC(=O)/C(C#N)=C/c2ccc(C)s2)c(C)c1	?	-40%	2%	-4%	19%	-6%	4%	-4%	34%	36%[activator]	?
CCN(c1cccc(C)c1)C(C(=O)Nc1ccc(OC)cc1)c1cc2c(cc1[N+](=O)[O-])OCO2 (stereo not drawn)	-2%	-5%	3%	7%	-3%	.	1%	?	-36%	-7%	-2%
CCOc1ccc(S(=O)(=O)N2CCC(C(=O)N3CCOCC3)CC2)cc1C	2%	24%	-1%	0%	-5%	-10%	-5%	-3%	-8%	0%	-2%
Cc1ccc(S(=O)(=O)NCc2ccccc2)cc1C(=O)N1CCN(S(=O)(=O)c2ccccc2)CC1	-3%	.	-1%	-1%	-2%	.	-8%	.	-26%	.	-3%
CCCS(=O)(=O)N1CCC(C(=O)Oc2ccc(OC)cc2)CC1	-3%	-9%	0%	-5%	-2%	-1%	-9%	-12%	-33%	-8%	3%
